Mtb BioA inh – M. tuberculosis BioA enzyme inhibitors, primary screen, biochemical, plate reader, single point, HTS; 0.096% of 360,000 active; purified M. tuberculosis BioA enzyme; inhibition, % at 9.99 µM; 7,8-diaminopelargonic acid synthase BioA (Mycobacterium tuberculosis); in the data active means inhibition above about 40%; inconclusive means no clear call, values can overlap the other calls
BoNT-A LC inh2 – BoNT/A light chain protease inhibitors, primary screen, biochemical, flow cytometry, MLPCN library | Botulinum neurotoxin type A light chain protease (Clostridium botulinum A str. ATCC 3502) | multiplex microsphere protease substrate cleavage | inhibition, % at 10 µM | 0.17% of 360,000 active | AID 588499, 2011; further: plate controls were buffer without enzyme for full effect and enzyme alone for no effect
Mtb FBA inh – Mtb FBA enzyme inhibitors, primary screen, biochemical, fluorescence, strain H37Rv | inhibition, % at 1 µM | Fructose-bisphosphate aldolase (Mycobacterium tuberculosis (strain ATCC 25618 / H37Rv)), … | purified M. tuberculosis FBA, fluorescence read-out | 2.3% of 360,000 active; in the data active means inhibition above about 27%;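 further: 0% = vehicle and 100% = reference inhibitor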
Target sequence (P9WQA3 whole entry, looked up): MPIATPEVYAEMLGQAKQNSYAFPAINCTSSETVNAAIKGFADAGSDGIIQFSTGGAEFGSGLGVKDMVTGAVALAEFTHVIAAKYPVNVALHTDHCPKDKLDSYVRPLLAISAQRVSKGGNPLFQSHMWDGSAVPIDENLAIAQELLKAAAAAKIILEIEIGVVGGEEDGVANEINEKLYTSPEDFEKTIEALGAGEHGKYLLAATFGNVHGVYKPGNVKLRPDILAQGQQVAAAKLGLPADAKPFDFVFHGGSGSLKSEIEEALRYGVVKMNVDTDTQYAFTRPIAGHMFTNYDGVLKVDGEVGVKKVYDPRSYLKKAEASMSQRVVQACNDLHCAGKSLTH
PfHsp40 rescue – rescue of yeast from PfHsp40 toxicity, primary screen, S. cerevisiae, ATP luminescence. S. cerevisiae expressing PfHsp40, growth rescue. 0.68% of 340,000 active. growth rescue, % at 12.5 µM; in the data active means growth rescue above about 28%, passing the limit was not always enough; inconclusive means no clear call, values can overlap the other calls;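 further: yeast W303a lacking pdr1 and pdr3 grown in galactose medium; growth measured after three days at 30 °C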
GDH-TPI inh – GDH-TPI coupling enzyme inhibitors, primary screen, artefact control for M. tuberculosis FBA inhibitor project, biochemical, absorbance, full deck; GDH-TPI coupled enzyme counterscreen, NADH absorbance; inhibition, % at 4.8 µM; 1.2% of 360,000 active; in the data active means inhibition above about 30%;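 further: 0% = DMSO wells and 100% = wells lacking the enzyme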
BoNT F protease – BoNT/F light chain protease inhibitors, primary screen, biochemical, flow cytometry, MLPCN library; 0.22% of 360,000 active; inhibition, % at 10 µM; Multiplex microsphere protease cleavage assay; in the data active means inhibition above about 35%, passing the limit was not always enough; inconclusive means no clear call, values can overlap the other calls; further: plate controls were buffer without enzyme for full effect and enzyme alone for no effect
Mtb UGM inh – M. tuberculosis UGM enzyme inhibitors, primary screen, biochemical, fluorescence polarization, single point. UDP-galactopyranose mutase (Mycobacterium tuberculosis (strain ATCC 25618 / H37Rv)), …. purified UGM, fluorescence polarization probe displacement. inhibition, % at 10 µM. 0.06% of 320,000 active. AID 504406, 2011; in the data active means inhibition above about 10%, passing the limit was not always enough; inconclusive means no clear call, values can overlap the other calls
Target sequence (P9WIQ1 whole entry, looked up): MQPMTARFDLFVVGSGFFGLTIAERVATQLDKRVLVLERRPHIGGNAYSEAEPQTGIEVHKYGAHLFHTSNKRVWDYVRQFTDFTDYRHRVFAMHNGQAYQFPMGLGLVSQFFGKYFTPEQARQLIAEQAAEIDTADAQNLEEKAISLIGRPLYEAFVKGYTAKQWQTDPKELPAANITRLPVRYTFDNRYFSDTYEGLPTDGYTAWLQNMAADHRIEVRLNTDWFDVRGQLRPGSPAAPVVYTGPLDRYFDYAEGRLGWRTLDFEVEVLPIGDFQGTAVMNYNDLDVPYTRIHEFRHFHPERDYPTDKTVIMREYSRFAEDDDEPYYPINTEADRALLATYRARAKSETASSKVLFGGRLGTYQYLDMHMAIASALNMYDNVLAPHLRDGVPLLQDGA
Anthrax LF inh2 – Bacillus anthracis LF protease inhibitors, primary screen, biochemical, multiplex microsphere, MLPCN library. AID 588501, 2011. 0.12% of 360,000 active. multiplex microsphere protease cleavage assay. inhibition, % at 10 µM. Lethal factor (Bacillus anthracis), P15917; further: plate controls were buffer without enzyme for full effect and enzyme alone for no effect
FadD28 FP inh – inhibitors of FadD28 bisubstrate probe binding, primary screen, biochemical, fluorescence polarization, single point; 0.22% of 360,000 active; inhibition, % at 12.5 µM; in the data active means inhibition above about 8.5%, passing the limit was not always enough; inconclusive means no clear call, values can overlap the other calls
An asterisk follows results filed as active; ? = inconclusive; . = no result given. Unless noted, no stated cut-off is given here; in the data, active means inhibition above about 30%; inconclusive means no clear call, values can overlap the other calls; inactive means below that. The order is random. Share with any hit: about 4.7%.

The line under a structure holds: Mtb BioA inh	BoNT-A LC inh2	Mtb FBA inh	PfHsp40 rescue	GDH-TPI inh	BoNT F protease	Mtb UGM inh	Anthrax LF inh2	FadD28 FP inh
1	Fc1ccc(-n2ncc3c(SCc4cccnc4)ncnc32)cc1
  .	0.1	2	-0.2	-9	-1	-0.9	-1	-2.6
2	Cc1ccc(-n2nnnc2SCC(=O)N2CCc3ccccc3C2)cc1
  -1.2	0.6	2	0.7	10	1	.	-3	0.5
3	O=C(Nc1cccnc1)c1ccc([N+](=O)[O-])cc1Cl
  6.1	-0.4	-1	-1.1	2	-8	-0.2	0	0.5
4	Cc1cc(=O)[nH]c(N/N=C/c2cccc(Br)c2)n1
  1.9	-1.0	-1	1.8	20	18	1.1	-10	-0.9
5	CN(C)c1oc(-c2ccccc2[N+](=O)[O-])nc1C#N
  -1.8	?	3	-1.3	4	.	0.4	?	0.6
6	CCCCc1cc(=O)oc2cc(C)cc(O)c12
  -4.8	-0.1	0	-0.6	-2	4	-2.0	-3	0.1
7	N#C/C(=C(/O)c1ccc(Cl)c([N+](=O)[O-])c1)c1nc2ccccc2[nH]1
  -2.4	0.5	0	0.7	29	-4	1.3	2	0.9
8	O=C(Cc1ccccc1)Nc1ccc(NC(=O)c2cccs2)cc1
  .	-0.3	-1	-1.2	-1	-3	1.1	-6	-0.7
9	CC(C)c1cccc(C(C)C)c1NC(=O)CCl
  .	-0.2	5	-0.5	2	-4	-1.5	-6	-1.2
10	CCOc1cc(CNCCO)cc(Br)c1OCc1ccc(Cl)cc1Cl
  -1.6	-0.7	2	-1.4	5	4	-4.8	-2	-1.4
11	CCC(=O)C1CCCN(C(=O)c2cccc(OC3CCN(S(C)(=O)=O)CC3)c2)C1 (stereo unspecified)
  0.2	-1.5	3	-0.1	4	6	-0.4	-2	-0.5
12	CN(C)CC1CCCCC1OC(=O)c1ccc(Cl)c(Cl)c1 (stereo unspecified)
  .	0.5	5	-0.6	-1	0	0.9	-1	0.5
13	O=C(CCCOc1ccc(Cl)cc1Cl)NCc1ccccn1
  .	0.8	1	0.6	4	-6	-5.0	0	0.8
14	COc1ccc(CNC(=O)COC(=O)c2[nH]c(C)c(C(C)=O)c2C)cc1OC
  3.9	0.3	-1	0.1	5	-14	-1.1	-9	-0.4
15	CN(C(=O)COC(=O)CNS(=O)(=O)/C=C/c1ccccc1)C1CCS(=O)(=O)C1 (stereo unspecified)
  -4.0	-0.3	-1	-0.1	2	-3	0.1	16	-0.1
16	CCC1(C)Cc2c(sc3nc4n(c(=O)c23)CCS4)CO1 (stereo unspecified)
  1.5	-4.3	0	-0.2	11	-66	4.7	-3	-3.3
17	CCn1ncc(C2=NOC(C(=O)NCc3ccccc3)C2)c1C (stereo unspecified)
  -1.4	?	0	-0.5	1	-10	2.4	-1	-3.1
18	COc1ccc(NC(=O)CSc2nc3ccccc3c(=O)n2C)cc1
  -0.9	0.1	-6	-2.5	-12	?	-1.4	2	-3.4
19	CCc1cc(=O)[nH]c(SCC(=O)N2CCOCC2)n1
  -3.5	-2.9	5	-2.4	2	2	3.0	2	0.5
20	O=C(NCc1cccnc1)NC1(C(F)(F)F)Oc2ccc(Cl)cc2O1 (stereo unspecified)
  2.5	-0.1	-3	0.4	6	-2	0.6	-5	-11
21	CN(C(=S)NC(=O)C1(C)CC1(Cl)Cl)c1ccccc1 (stereo unspecified)
  0.9	-0.1	-6	0.4	-9	-4	0.5	1	-3.4
22	C/C(=N/NS(=O)(=O)c1ccc(C(C)(C)C)cc1)c1ccc2c(c1)OCO2
  -1.8	0.5	-3	10	3	8	-0.6	1	-1.7
23	CSc1nc(C)c(Cl)c(C)c1C#N
  -0.8	-1.9	0	1.3	-3	-49	-0.3	2	0.0
24	O=C(Cc1ccc(Br)cc1)NCCN1CCOCC1
  .	1.5	1	-1.8	-5	?	1.1	0	-3.6
25	COc1cccc(-c2nc(-c3ccccc3)no2)c1
  -1.3	-0.4	-2	-1.0	4	-4	-1.4	-3	-2.8
26	CN(CCOc1ccccc1)C(=O)CCc1nc2sc3c(c2c(=O)[nH]1)CCCC3
  -1.1	-5.8	2	-0.7	-2	-10	2.3	-4	-2.8
27	Cc1ccnc(SCc2cn3c(C)cccc3n2)n1
  .	-0.1	-3	0.1	-2	-2	2.1	4	-3.6
28	Clc1ccc(C(c2ccccc2)N2CCNCC2)cc1 (stereo unspecified)
  3.8	0.4	2	-1.0	8	-2	-0.9	-1	-1.7
29	O=[N+]([O-])c1ccc(NC(=S)N2CCN(c3ccccc3)CC2)cc1
  7.4	-1.2	1	2.1	11	-5	-1.1	0	-0.1
30	C=CCn1c(N2C(=O)CC(Cc3ccccc3)C2=O)nc2ccccc21 (stereo unspecified)
  .	-0.6	1	0.1	2	-2	2.5	-2	-1.0

Three records picked at random from the list so far:
The line under a structure holds: Mtb BioA inh	BoNT-A LC inh2	Mtb FBA inh	PfHsp40 rescue	GDH-TPI inh	BoNT F protease	Mtb UGM inh	Anthrax LF inh2	FadD28 FP inh
14	COc1ccc(CNC(=O)COC(=O)c2[nH]c(C)c(C(C)=O)c2C)cc1OC
  3.9	0.3	-1	0.1	5	-14	-1.1	-9	-0.4
15	CN(C(=O)COC(=O)CNS(=O)(=O)/C=C/c1ccccc1)C1CCS(=O)(=O)C1 (stereo unspecified)
  -4.0	-0.3	-1	-0.1	2	-3	0.1	16	-0.1
18	COc1ccc(NC(=O)CSc2nc3ccccc3c(=O)n2C)cc1
  -0.9	0.1	-6	-2.5	-12	?	-1.4	2	-3.4

Additional structures follow.
The line under a structure holds: Mtb BioA inh	BoNT-A LC inh2	Mtb FBA inh	PfHsp40 rescue	GDH-TPI inh	BoNT F protease	Mtb UGM inh	Anthrax LF inh2	FadD28 FP inh
31	CC1CCN(C(=O)CSc2nnc(-c3cccs3)o2)CC1
  8.7	-2.7	-2	-0.1	9	4	-1.2	2	-2.1
32	Cc1ccc(O)c(C(=O)c2cc(C#N)c(=O)n(CC3CCCO3)c2)c1 (stereo unspecified)
  .	0.2	-2	-0.6	8	-3	-0.1	-5	-2.4
33	Cc1ccc(/C=C2\SC(=S)N(CCC(=O)Nc3cccnc3)C2=O)cc1
  -2.0	-0.3	-2	-1.3	-6	4	1.7	-1	-3.2
34	O=C(CCc1nnc2ccc(NCc3ccccc3)nn12)N1CCC2(CC1)OCCO2
  2.1	0.5	6	1.0	2	5	5.2	-2	-0.4
35	O=C(Nc1cccnc1)C1(c2ccc(Cl)cc2)CCCC1
  2.4	?	-1	-1.9	8	16	-1.7	-11	-3.6
36	CCN1C(=O)[C@H]2[C@@H](c3ccc(OC)cc3)N[C@]3(CCCN(Cc4ccc(F)cc4)C3=O)[C@H]2C1=O
  -3.5	-0.7	0	.	7	-8	.	2	0.1
37	CCC(=O)Nc1c(C(=O)N2CCCCCC2)cnn1-c1ccc(C)c(C)c1
  .	0.4	6	1.3	2	-5	2.6	-2	-1.7
38	O=C(/C=C/c1ccco1)NCCCN1CCN(CCCNC(=O)/C=C/c2ccco2)CC1
  -1.7	0.2	-2	-1.1	9	-4	0.9	-2	-1.1
39	COC(=O)c1ccc(C(=O)N2CCCC(N3CCN(c4ccccc4)CC3)C2)nc1 (stereo unspecified)
  -0.3	0.9	-1	-0.2	10	-1	-1.4	0	0.4
40	COc1ccc(N(CC(=O)N2CCOCC2)S(C)(=O)=O)cc1OC
  3.9	-1.4	-1	1.2	-15	5	-0.7	3	-3.9
41	O=C(Nc1nccs1)c1cccc(NC(=O)C(F)(F)F)c1
  .	-3.6	5	-2.2	14	-15	0.5	-6	-1.7
42	CC(=O)c1ccc(OCC(=O)Nc2ccccc2C(=O)NC2CC2)cc1
  13	0.8	-3	-0.5	-6	-3	-1.5	-6	-5.1
43	Cc1ccc2occ(/C=C/C(=O)c3ccccc3O)c(=O)c2c1
  0.5	-1.3	2	2.8	7	-39	-0.1	-1	-1.0
44	Cc1ccc(CNC(=O)CS(=O)Cc2nc(-c3ccccc3C)oc2C)cc1 (stereo unspecified)
  -2.6	-1.3	1	1.1	7	-11	3.2	-2	-0.7
45	O=C(Nc1nnc(Cc2ccc(Cl)cc2)s1)c1cccs1
  3.0	-0.7	-3	-0.2	-4	0	-2.4	-5	-2.9
46	COC(=O)/C(C#N)=C/c1c(N2CCN(C)CC2)nc2ccccn2c1=O
  -2.9	1.9	5	-0.8	14	2	-3.0	7	-2.1
47	COCC(=O)Nc1ccccc1C(=O)Nc1ccc(OC)cc1
  1.8	0.6	0	0.2	-7	2	-1.3	-2	-1.0
48	Cc1ccnc(N2C(=O)OC(C)(C)C2(C)O)c1 (stereo unspecified)
  -1.8	-0.1	-4	-0.4	7	-1	3.1	0	-0.3
49	CCn1nc(C(=O)NNC(=O)c2ccccc2)c2ccccc2c1=O
  1.7	0.5	0	-0.5	18	5	1.2	2	-2.7
50	Cc1ccc(-n2nnnc2SCC(=O)NCCC2=CCCCC2)c(C)c1
  -1.8	0.0	3	3.8	-15	0	-2.1	0	-6.4
51	O=C(ONC(=O)C1CCCCC1C(=O)NOC(=O)c1ccccc1)c1ccccc1 (stereo unspecified)
  -0.6	0.7	-2	-0.2	2	3	.	-3	-4.1
52	COC(=O)c1ccc2nc(C3CCCCC3)c3c(c2c1)CCC3
  0.4	-0.1	2	1.8	-1	-6	4.0	0	-2.2
53	CCC(CC)c1nn2c(N)c(/C=C3\C(C)=Nc4ccccc43)c(=O)nc2s1
  -1.8	-1.3	1	.	8	?	-1.8	-2	5.4
54	O=C(COC(=O)c1cc(S(=O)(=O)N2CCCCC2)ccc1Cl)NCc1ccco1
  .	0.1	-7	1.5	-6	3	-0.4	-5	-3.5
55	O=C(COC(=O)Cc1c[nH]c2ccccc12)NC1CCS(=O)(=O)C1 (stereo unspecified)
  -2.3	-3.7	0	-0.2	-10	0	0.4	-3	-3.3
56	CCn1ncc(NC(=O)Nc2cccc(C(F)(F)F)c2)c1C(N)=O
  -2.1	-0.9	1	1.5	14	-3	-3.7	-6	-0.4
57	CCOc1ccc(Br)cc1S(=O)(=O)Nc1cccc(S(=O)(=O)N(C)C)c1
  .	-0.2	-2	0.6	0	0	3.4	0	-3.2
58	CSCCC(NC(=O)c1ccccc1)C(=O)OCC(=O)N(C)CCC#N (stereo unspecified)
  .	-0.5	-2	-1.5	2	0	3.1	-1	-1.5
